ATXN2 expr inh: ATXN2 expression inhibition. HEK-293 ATXN2-luciferase reporter, luminescence, 24 h. Potency, µM (top dose mostly 57 µM), without a hit: at the highest dose activity change, negative = inhibition, actives largely listed as inhibitors. 360,000 compounds, 0.72% hits. AID 1745845; also: potency is read from the fitted curve at half-maximal effect; % is scaled to controls: 0 for no effect and ±100 for the full control effect; nearly all actives have a fitted effect of over 55% in size
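qHTS (up to 57 uM final) was run with 24 h compound exposure of reporter cells at 37 °C. Each well was multiplexed: SteadyGlo luminescence measured ATXN2-luciferase expression after a fluorogenic Gly-Phe-AFC viability readout (25 uM final).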
HT1080-NT tox: kills 2HG-producing HT-1080-NT fibrosarcoma cells; HT-1080-NT fibrosarcoma viability, CellTiter-Glo ATP luminescence, 48 h; Potency, µM (top dose mostly 46.1 µM), for the others: top-dose activity, negative = less viability, actives largely listed as cytotoxic; 360,000 compounds, 1.6% hits;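 also: NT is the 2HG producing partner of a matched IDH1 knockdown line; potency is read from the fitted curve at half-maximal effect; 0% = DMSO-treated cells and -100% = media-only wells without cells; nearly all actives have a fitted effect of over 55% in size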
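A 48-hour cytotoxicity screen used HT-1080-NT cells plated 2 hours before compound delivery. ATP-based CellTiter-Glo luminescence measured viability, normalized to DMSO and no-cell controls.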
SW480 rereplic: induces DNA re-replication in SW480 colon adenocarcinoma cells. Potency, µM (top dose mostly 46.1 µM), for inactives: at the top dose re-replication activation, actives largely listed as activators. SW480 DNA re-replication, Hoechst DNA content imaging, 48 h. 340,000 compounds, 1.8% hits. AID 624297; also: potency is read from the fitted curve at half-maximal effect; % of control where 0% means no effect; nearly all actives have a fitted effect of over 55% in size
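Treated cells incubate 48 hr (37 C, 5% CO2), are stained 40 min with Hoechst, and nuclear fluorescence is enumerated; a rise in nuclei with high DNA signal marks re-replication.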
HT1080 IDH1KD tx: kills HT-1080 cells with IDH1 knockdown; HT-1080 IDH1 knockdown viability, ATP luminescence, 48 h; Potency, µM (doses to about 46.1 µM), for inactives: top-dose activity, negative = toxicity, hits mostly cytotoxic; 360,000 compounds, 2% hits;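 also: potency is read from the fitted curve at half-maximal effect; 0% = DMSO wells and -100% = cell-free medium wells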
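HT-1080-IDH1KD cells (IDH1 knocked down), 750/well in RPMI with 5% FBS, treated with compound 48 h at 37 degrees C. Viability by CellTiter-Glo luminescence, normalised to DMSO and no-cell wells; concentration-response curves classed.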
IL1B secr inh: blocks inflammasome-driven IL-1 beta release | THP-1 LPS/ATP IL-1B secretion, AlphaLISA, 16 h; hits give low values | activity change, % at 57.5 µM | 360,000 compounds, 4.7% hits | AID 743279; in the data active = activity change below about -50%; inconclusive = mostly about -30% to -49%; also: % is scaled to controls: 0 for no effect and ±100 for the full control effect
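THP-1 cells pretreated 1 hr with compounds (up to 57.5 uM final), then stimulated with LPS (250 ng/mL final) plus ATP (1.25 mM final); secreted IL-1B measured by AlphaLISA after 16 hr, decreased signal indicating inhibition.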
MCF10A rereplic: DNA re-replication induction in MCF 10a cells. MCF 10A DNA re-replication, Hoechst nuclear intensity, 48 h. Potency, µM (highest dose often 46.1 µM), for inactives: top-dose activity, positive = re-replication, most hits filed as activators. 350,000 compounds, 2.9% hits. AID 624296; also: potency is read from the fitted curve at half-maximal effect; % of control where 0% means no effect; nearly all actives have a fitted effect of over 50% in size
KB-V1 MDR tox: kills drug-selected multidrug resistant KB-V1 cells. KB-V1 MDR cells viability, CellTiter-Glo, 72 h. Potency, µM (top dose mostly 46.1 µM), without a hit: at the highest dose activity change, negative = cytotoxicity, hits mostly cytotoxic. 400,000 compounds, 3.4% hits. AID 1347076; also: potency is read from the fitted curve at half-maximal effect; % is scaled to controls: 0 for no effect and ±100 for the full control effect; nearly all actives have a fitted effect of over 60% in size
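Drug-selected KB-V1 cells, grown in DMEM lacking phenol red with 10% FBS, receive compound titrations; after three days at 37 degrees C, surviving cell ATP is quantified by CellTiter-Glo luminescence and responses normalized and curve-fitted.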
KB-3-1 cytotox: kills parental KB-3-1 adenocarcinoma cells; KB-3-1 viability, CellTiter-Glo ATP luminescence, 72 h; Potency, µM (series often up to 46.1 µM), without a hit: at the highest dose activity change, negative = cytotoxic, most hits filed as cytotoxic; 400,000 compounds, 1.4% hits; AID 1347075; also: potency is read from the fitted curve at half-maximal effect; % is scaled to controls: 0 for no effect and ±100 for the full control effect; nearly all actives have a fitted effect of over 60% in size
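Cytotoxicity in the drug-sensitive parental line KB-3-1 was scored as loss of CellTiter-Glo luminescence following 72 h incubation with compound. Values come from curve fitting of normalized concentration-response data.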
WRN inhibitor: WRN helicase (human) inhibition; Q14191; WRN helicase unwinding, fluorescent forked duplex, kinetic; Potency, µM (top dose mostly 114 µM), without a hit: at the highest dose activity change, negative = inhibition, usual class: inhibitors; 360,000 compounds, 0.46% hits; also: potency is read from the fitted curve at half-maximal effect; % is scaled to controls: 0 for no effect and ±100 for the full control effect; nearly all actives have a fitted effect of over 55% in size
Target sequence (Q14191 whole entry, looked up): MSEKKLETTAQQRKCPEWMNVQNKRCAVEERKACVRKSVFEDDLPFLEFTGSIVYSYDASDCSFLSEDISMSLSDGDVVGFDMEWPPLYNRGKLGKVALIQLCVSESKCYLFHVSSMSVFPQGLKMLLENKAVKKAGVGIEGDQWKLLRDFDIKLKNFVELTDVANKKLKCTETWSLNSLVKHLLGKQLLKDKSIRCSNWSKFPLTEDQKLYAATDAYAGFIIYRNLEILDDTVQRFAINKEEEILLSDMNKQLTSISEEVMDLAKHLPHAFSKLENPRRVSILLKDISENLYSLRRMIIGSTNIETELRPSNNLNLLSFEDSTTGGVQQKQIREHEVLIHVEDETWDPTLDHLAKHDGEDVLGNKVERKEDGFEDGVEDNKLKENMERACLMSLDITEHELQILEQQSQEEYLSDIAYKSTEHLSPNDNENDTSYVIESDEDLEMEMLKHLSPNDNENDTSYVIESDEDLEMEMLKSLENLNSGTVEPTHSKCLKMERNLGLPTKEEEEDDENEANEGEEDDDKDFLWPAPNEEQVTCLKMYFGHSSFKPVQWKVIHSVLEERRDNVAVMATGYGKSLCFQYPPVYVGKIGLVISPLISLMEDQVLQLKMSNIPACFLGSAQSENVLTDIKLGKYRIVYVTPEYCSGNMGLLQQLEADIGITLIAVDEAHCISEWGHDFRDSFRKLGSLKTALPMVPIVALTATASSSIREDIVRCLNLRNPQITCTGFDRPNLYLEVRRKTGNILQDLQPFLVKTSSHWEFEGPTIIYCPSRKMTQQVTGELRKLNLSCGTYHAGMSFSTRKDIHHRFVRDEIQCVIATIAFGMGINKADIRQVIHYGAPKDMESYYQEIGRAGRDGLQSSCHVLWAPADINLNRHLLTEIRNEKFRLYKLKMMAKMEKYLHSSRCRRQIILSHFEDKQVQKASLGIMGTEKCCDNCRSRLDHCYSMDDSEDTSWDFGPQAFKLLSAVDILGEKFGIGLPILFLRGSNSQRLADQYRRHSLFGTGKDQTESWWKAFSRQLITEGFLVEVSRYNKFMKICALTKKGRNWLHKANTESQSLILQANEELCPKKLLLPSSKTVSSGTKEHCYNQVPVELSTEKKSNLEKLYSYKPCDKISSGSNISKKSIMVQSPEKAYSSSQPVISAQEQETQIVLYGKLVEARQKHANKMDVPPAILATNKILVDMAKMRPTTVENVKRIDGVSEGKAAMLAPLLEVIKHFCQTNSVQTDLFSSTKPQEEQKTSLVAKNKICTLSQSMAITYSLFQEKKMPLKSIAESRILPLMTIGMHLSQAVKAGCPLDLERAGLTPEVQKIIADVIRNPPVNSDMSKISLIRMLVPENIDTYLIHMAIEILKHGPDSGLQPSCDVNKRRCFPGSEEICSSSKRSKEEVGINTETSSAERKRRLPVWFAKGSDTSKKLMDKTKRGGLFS
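Enzyme (20 nM final) and test compound sit together 15 min at room temperature before substrate addition. Substrate is a single-forked duplex oligonucleotide (100 nM) labelled with fluorophore and quencher, with 2 mM ATP; helicase unwinding raises red fluorescence, read kinetically.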
Active calls of the source: *; ? = inconclusive; . = not tested or not shown; [ ] = another dose, or the depositor's remark. Unless noted, calls follow the shape of the dose curve; as a rule, active = well fitted curve in the direction sought with a large enough effect; inconclusive = small, poorly fitted or top-dose-only effect, or another doubt; inactive = no such curve, though single readings can be large; an effect the other way counts as inactive or inconclusive. This is a random part of the collection (roughly 12% active in at least one column).

SMILES | ATXN2 expr inh | HT1080-NT tox | SW480 rereplic | HT1080 IDH1KD tx | IL1B secr inh | MCF10A rereplic | KB-V1 MDR tox | KB-3-1 cytotox | WRN inhibitor
Nn1c(SCC(=O)Nc2ccc(OC(F)F)cc2)nnc(Cc2ccccc2)c1=O | 6% | -13% | -37%[inhibitor] | -18% | ? | 1% | -4% | 18% | -1%
Cc1ccc(S(=O)(=O)N2CCOCC2)cc1NC(=O)CN1C(=O)CN(C)C1=O | 2% | 6% | -47% | 7% | 0 | 0% | 22% | -16% | -24%
COCCN(CC(=O)Nc1cccc(C)c1C)C(=O)c1cc(-c2cccs2)nn1-c1ccccc1 | . | -1% | -11% | -4% | -21 | 4% | 0% | 0% | 2%
Cc1cc(N2CCN(C(=O)c3ccco3)CC2)n2nc(C)c(-c3ccccc3)c2n1 | -22% | -7% | 8% | 1% | ? | 3% | 3.7µM* | ? | -6%
CSc1ncc(Cl)c(C(=O)Nc2ccccc2Cl)n1 | 6% | 2% | -88%[inhibitor] | -1% | 8 | -1% | ? | 3% | 4%
CN(C)S(=O)(=O)c1ccc(Nc2nc(C3CC3)nc3c2nnn3Cc2ccccc2Cl)cc1 | ? | ? | 9% | 5.8µM* | -10 | 14% | ? | 2.9µM* | -3%
COc1ccc(C(=O)C[n+]2ccc(N)c(C)c2C)cc1 | -32% | ? | -7% | ? | 44 | -22% | 2% | ? | -5%
COc1ccc(C(=O)N2CCN(c3cccc(C)c3C)CC2)cc1S(=O)(=O)NC1CC1 | -28% | -7% | 8% | -23% | -7 | 17% | -10% | -19% | 0%
COc1ccc([N+](=O)[O-])cc1NC(=O)Cc1ccc(C)cc1 | -2% | 13% | -2% | 11% | -8 | 6% | 7% | 0% | -4%
COc1ccc(NC(=S)N2CCC(c3nc4ccccc4o3)CC2)c(OC)c1 | 4%[11.3 µM] | 26% | -5% | 6% | -1 | 3% | 10% | 1% | 1%
COc1ccc(/C=N/Nc2cc(N3CCOCC3)nc(C)n2)c(OC)c1 | . | -27% | -9% | -1% | -9 | 28% | 2% | -15% | -14%
CCN1C(=O)[C@H]2[C@@H](c3ccc(C)cc3)N3C(=O)N(c4ccc(C)cc4)C(=O)[C@@]3(CC)[C@H]2C1=O | 19% | 2% | -6% | 23% | 4 | ? | -6% | 4% | 7%

Results in SW480 rereplic and MCF10A rereplic, for 2 of the compounds above:
SMILES	SW480 rereplic	MCF10A rereplic
COc1ccc(/C=N/Nc2cc(N3CCOCC3)nc(C)n2)c(OC)c1	-9%	28%
CN(C)S(=O)(=O)c1ccc(Nc2nc(C3CC3)nc3c2nnn3Cc2ccccc2Cl)cc1	9%	14%

Carrying on.
SMILES | ATXN2 expr inh | HT1080-NT tox | SW480 rereplic | HT1080 IDH1KD tx | IL1B secr inh | MCF10A rereplic | KB-V1 MDR tox | KB-3-1 cytotox | WRN inhibitor
Cc1ccc(Cl)cc1N1CCN(S(=O)(=O)c2ccc3c(c2)NC(=O)C(C)C(=O)N3)CC1 (stereo not given) | ? | ? | 9% | -28% | 14 | 18µM* | 11% | 8% | -9%
CCN1CCN(c2ccc(S(=O)(=O)N3CCCCC3)cc2NC(=O)CC(NC(C)=O)c2ccccc2)CC1 (stereo not given) | -21% | -3% | -2% | -2% | -6 | 5% | -11% | 5% | 7%
Cc1nc2sc(C(c3cccc(F)c3)N3CCN(C(=O)c4ccco4)CC3)c(O)n2n1 (stereo not given) | -3% | 2% | 0% | 8% | 6 | 1% | 5% | 13% | -8%
O=C(Oc1cccc(C(=S)N2CCCCC2)c1)c1ccccc1 | . | 1% | 2% | 1% | -9 | 2% | -5% | -1% | -2%
COCCNC(=O)Cc1cn(C)c2ccccc12 | 0% | 7% | -7% | 13% | 0 | -8% | 5% | -4% | -17%[57.1 µM]
O=C(NN=C1CCC(=NNC(=O)c2ccccn2)CC1)c1ccccn1 | 2% | -17% | -59%[inhibitor] | -11% | -11 | -10% | 6% | 7% | -1%
c1ccc(CCc2nc(-c3ccccn3)no2)cc1 | 29% | 6% | 0% | 14% | -12 | 7% | -26% | -1% | -4%
CCOC(=O)N1CCN(C(=O)c2ccc(CS(=O)Cc3ccccc3Cl)o2)CC1 (stereo not given) | 5% | 0% | 7% | 8% | -1 | 12% | -2% | 23% | -1%
COC(=O)/C(=C\c1cccnc1)NC(=O)c1ccc(OCc2ccccc2)cc1 | -26% | 13% | ? | -8% | 0 | -1% | -11% | -11% | -6%
CCOC(=O)c1cc(-c2ccc3c(c2)OCCO3)n[nH]1 | 14% | -4% | ? | -9% | -21 | ? | 10% | 0% | -14%
Cc1ccc(NC(=O)c2cc3ccccc3o2)nc1 | 21% | -20% | -366%[inhibitor] | -16% | -96* | -2% | -4% | -8% | -6%
COc1ccccc1C(c1nnnn1Cc1ccccc1)N1CCN(C2CCCC2)CC1 (stereo not given) | 0% | 0% | -5% | -1% | -17 | ? | 0% | -20% | 5%
COc1ccc(-c2noc(CCC(=O)NCc3cccnc3)n2)cc1OC | 5% | 12% | -3% | 12% | 20 | -5% | -15% | ? | -2%
CC1CC1C(=O)OCC(=O)N(C)CC(=O)Nc1ccc(F)cc1 (stereo not given) | . | 2% | -3% | -6% | 8 | 0% | 0% | -1% | -6%
CN(CCc1ccccc1)C(=O)c1ccc(NC(=O)Cc2ccc(NC(=O)C3CCCN(C(=O)C4CC4)C3)cc2)cc1 (stereo not given) | 13% | -14% | 18µM* | -2% | -6 | -16% | ? | ? | 0%
CCCN1CCN(CCCNC(=O)c2ccc3nc(N4CCC(C)CC4)sc3c2)CC1 | 45%[activator] | -9% | 8% | -25% | -8 | 13% | 1% | -9% | -7%
CCOC(=O)C1CCCN(C(=O)c2ccc3nc(-c4cccc(OC)c4)oc3c2)C1 (stereo not given) | 7% | ? | 16µM* | 6.5µM* | 4 | ? | -24% | 5.8µM* | 0%
CS(=O)(=O)Nc1ccc(-c2cncc3nccn23)cc1 | 5% | 1% | . | 1% | 9 | . | 5% | 0% | -3%
O=S1(=O)N[C@H](Cc2ccccc2)COc2cc(N3CCC[C@@H]3CO)ccc21 | 19% | ? | . | 23µM* | 50 | . | -28% | 21µM* | -5%
Cc1c(C(=O)C(=O)N2c3ccccc3CC2C)c2ccccc2n1C (stereo not given) | ? | ? | ? | ? | 37 | ? | 21µM* | 23µM* | ?
S=C1NC(c2ccccc2)=CC(c2ccccc2)N1 (stereo not given) | -5% | 3% | -3% | -5% | -12 | ? | -24% | -9% | -7%
COC(=O)c1sc2cc([N+](=O)[O-])cc(SCC(C)C)c2c1N | -6% | 6% | -1% | 9% | 3 | 2% | -25% | 14% | -30%[57.1 µM]
Cc1c(C(=O)O)sc2nc3n(c(=O)c12)CCC(C)CC3 (stereo not given) | ? | 11% | 1% | 7% | 9 | 3% | 2% | 0% | 2%
CN(c1cccc(NC(=O)c2ccc(CN3CCc4ccccc4C3)cc2)c1)S(C)(=O)=O | ? | ? | -36%[inhibitor] | ? | -29 | ? | ? | -7% | -1%
O=C(c1ccco1)N1CCN(C(=O)c2cc(-c3ccc(F)cc3)no2)CC1 | -12% | 15% | 3% | 9% | 0 | 18% | -17% | 1% | -1%
Cc1ccc(-c2nn(Cc3ccccc3)cc2/C=C/C(=O)O)cc1C | -12% | -7% | 1% | -7% | 30 | 4% | 14% | 6% | -1%
COc1ccc(C2C(C(=O)Nc3cc(OC)c(OC)c(OC)c3)c3ccccc3C(=O)N2C)cc1OC (stereo not given) | -14% | -3% | 1% | 1% | 46 | 1% | -14% | 21% | 0%
COc1ccc(C(C)=O)cc1CN1C(=O)NC2(CCCCCC2)C1=O | . | -1% | 5% | -2% | -3 | 5% | ? | 0% | -4%
CN(N)c1nc(-c2ccccc2)nnc1C(F)(F)F | 0% | -1% | 1% | 8% | -13 | 15% | -19% | -15% | -22%[57.1 µM]
Cc1ccc(C)c(NC(=O)C(C)N2C(=O)c3ccccc3C2=O)c1 (stereo not given) | -1% | 13% | -3% | 17% | -7 | -5% | 28% | 15% | 1%
CCCC1(c2ccccc2)NC(=O)N(CC(=O)N2CC(=O)Nc3ccccc32)C1=O (stereo not given) | . | 1% | -5% | -8% | -8 | 6% | 13% | -9% | 0%
Cc1cccc(N2C(=O)C3CC3C2=O)c1 (stereo not given) | -5%[11.3 µM] | 11% | 9% | 23% | -13 | -6% | 6% | 1% | -29%[57.1 µM]
CC(Oc1cc2oc(=O)c3c(c2cc1Cl)CCC3)C(=O)NCCN1CCOCC1 (stereo not given) | -10% | -1% | -15% | 0% | ? | 1% | -4% | -18% | 3%[57.1 µM]
N#CCC(=O)Nc1ccc(C(=O)OCC(=O)N(Cc2ccccc2)C2CCS(=O)(=O)C2)cc1 (stereo not given) | -2% | 8% | ? | 14% | -16 | ? | ? | -4% | 2%
COc1ccc(NS(=O)(=O)c2ccc(N3CCCCC3)c(NC(=O)C(C)NC(N)=O)c2)cc1 (stereo not given) | -4% | 0% | 16% | -3% | -8 | -7% | . | . | -21%
COc1ccccc1CCNC(=O)Cc1cccs1 | 34%[activator] | 13% | ? | 3% | 0 | 2% | -2% | -1% | -15%
Cc1ccc(C)c(N2N=C(C(=O)O)CCC2=O)c1 | 18% | -8% | 4% | 5% | 41 | -2% | 11% | -2% | 6%
COC(=O)c1ccc(NC(=O)CSc2nnc(C)n2-c2ccccc2)cc1 | 2% | 7% | -4% | 8% | 14 | 12% | -13% | 5% | 0%

Assay outcomes: PubChem, National Center for Advancing Translational Sciences (NCATS)
